Screens (PubChem)
PP1 inh = PP1-alpha phosphatase inhibitors, primary screen, counter-screen for PP5 inhibitor project, biochemical, fluorescence, OMFP substrate, single point. inhibition, % at 6.7 µM. purified PP1alpha. hit rate 0.9% among 320,000;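 active = inhibition above the mean inhibition of all tested compounds plus 3 SD, computed separately for each screening campaign, cut at about 15% in these data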
GASC-1 inh = inhibitors of GASC-1 histone demethylase, primary screen, biochemical, fluorescence, DELFIA europium. Lysine-specific demethylase 4C (Homo sapiens), Q9H3R0. GST-JMJD2C(1-420) H3K9me3 demethylation. inhibition, % at 2.35 µM. hit rate 0.069% among 330,000. AID 2099, 2009;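 active = more than half of a compound's replicate wells show inhibition beyond 50%, single wells judged on their own value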;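 also: signal counts dimethyl H3K9 product captured on neutravidin plate; 0% = median of DMSO wells and 100% = 0.3 times that DMSO median; strong numbers were not always called active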
CTSL1 counter = Fasciola hepatica cathepsin L1 inhibitors, primary screen, counter-screen for PFM18AAP inhibitor project, biochemical, QFRET, fluorogenic peptide substrate | recombinant F. hepatica cathepsin L1, Z-Leu-Arg-MCA fluorescence | inhibition, % at 5.96 µM | hit rate 0.49% among 300,000 | AID 1906, 2009;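 active = inhibition above the mean of all tested compounds plus 3 SD, set per screening campaign, cut at about 17% in these data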;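 also: 0% = plate median of test compound wells and 100% = 1 µM Z-Phe-Ala-diazomethylketone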
procasp7 counter = procaspase-7 activators, primary screen, counter-screen for procaspase-3 activator project, biochemical, absorbance, HTS, human; hit rate 0.093% among 330,000; Caspase-7 (Homo sapiens), P55210; activation, % at 8.5 µM; AID 463210, 2010; recombinant procaspase-7, Ac-DEVD-pNA absorbance 405 nm; D23A/D198A/D206A triple mutant, cannot self-cleave; scale: DMSO 0, 5 µM enzyme 100;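 active = percent activation above the screen-wide mean plus 3 SD, cut at about 25% in these data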
Target sequence (P55210 whole entry D23A/D198A/D206A): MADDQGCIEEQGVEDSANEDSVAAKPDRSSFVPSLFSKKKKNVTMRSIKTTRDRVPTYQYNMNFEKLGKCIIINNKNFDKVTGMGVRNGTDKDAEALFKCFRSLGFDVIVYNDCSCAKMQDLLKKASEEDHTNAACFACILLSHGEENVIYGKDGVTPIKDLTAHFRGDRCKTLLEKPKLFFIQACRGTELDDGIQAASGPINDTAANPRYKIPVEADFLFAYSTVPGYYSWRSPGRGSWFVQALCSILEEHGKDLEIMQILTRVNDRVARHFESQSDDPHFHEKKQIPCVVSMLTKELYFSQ
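buffer or medium = Zinc-free HEPES/NaCl buffer, pH 7.4 | material = Procaspase-7 triple mutant (PC-7 D3A) | input = 2 µM procaspase-7 mutant as dispensed | signal = Epi-absorbance of released pNA at 405 nm, two timepoints | timing = 1 h preincubation, 2 h reaction | replicates = singlicate compound testing | evaluation = % activation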
core dimer inh = inhibitors of HCV core protein dimerization, primary screen, biochemical, TR-FRET, high-throughput. TR-FRET GST/Flag-core106 dimerization, 1536-well. inhibition, % at 5 µM. hit rate 0.33% among 300,000. AID 1899, 2009;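 active = inhibition above the mean of all tested compounds plus 3 SD, set per screening campaign, cut at about 45% in these data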
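Assay system – GST-tagged and Flag-tagged HCV core protein residues 1-106 · Quantity – core106 proteins, GST 13.5 nM and Flag 17 nM · Benchmarks – unlabelled core106 and no-GST-core106 wells · Read-out basis – percent inhibition of core106 dimerization signal · Detection – time-resolved FRET, ex 340 nm, em 617 and 671 nm · Schedule – 4 h at 22.5 °C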
TPT1 inh = Candida albicans TPT1 enzyme inhibitors, primary screen, biochemical, fluorescence polarization | tRNA 2'-phosphotransferase TPT1 (Candida albicans SC5314) | recombinant caTPT1, FP RNA substrate dephosphorylation | inhibition, % at 5 µM | hit rate 0.81% among 300,000;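 active = inhibition above the mean of all tested compounds plus 3 SD, set per screening campaign, cut at about 24% in these data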;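 also: plate controls were DMSO alone for no effect and ferristatin control at 100 nM for full effect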
procasp3 activ = activators of human procaspase-3 D3A mutant, primary screen, biochemical, absorbance, PC-3 D3A mutant, single concentration; recombinant procaspase-3 D3A, Ac-DEVD-pNA absorbance 405 nm; Caspase-3 (Homo sapiens), P42574; activation, % at 8.5 µM; hit rate 0.11% among 330,000;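 active = activation above the mean of all tested compounds plus 3 SD, cut at about 21% in these data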;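 also: 0% = DMSO alone and 100% = DMSO wells spiked with extra 5 µM PC-3 D3A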
Target sequence (P42574 whole entry D9A/D28A/D175A): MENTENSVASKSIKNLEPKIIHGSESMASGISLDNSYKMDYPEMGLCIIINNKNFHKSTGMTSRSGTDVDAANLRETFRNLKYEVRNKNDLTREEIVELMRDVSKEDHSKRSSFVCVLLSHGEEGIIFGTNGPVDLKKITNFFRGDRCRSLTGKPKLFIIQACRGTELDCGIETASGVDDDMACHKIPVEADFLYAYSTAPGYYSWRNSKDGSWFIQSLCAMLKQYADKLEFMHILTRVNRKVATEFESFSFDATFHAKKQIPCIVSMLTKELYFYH
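Technique: 405 nm absorbance of p-nitroaniline, reads at 0 and 120 min; Test system: Procaspase-3 D3A mutant; Incubation: 1 h enzyme-compound preincubation, then 2 h substrate reaction, 25 °C; Repeats: singlicate, each compound tested once; Benchmarks: low control DMSO wells, high control DMSO plus 5 µM PC-3 D3A.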
Efflux pump inh = inhibitors of Candida efflux pumps in yeast, primary screen, S. cerevisiae, Nile Red, multiplex | S. cerevisiae Candida pump triplex | inhibition, % at 10 µM | hit rate 0.44% among 330,000;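 active = plate passing quality check with inhibition over a set limit, or well fluorescence over plate mean plus 4 SD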;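 also: Nile Red retained in pooled yeast measured as flow cytometry median fluorescence; 0% = buffer negative control and 100% = Enniatin B positive control; higher means more Nile Red kept so more efflux inhibition; some compounds called inactive have numbers as strong as hits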
PP5 primary = PP5 phosphatase inhibitors, primary screen, biochemical, fluorescence. hit rate 0.18% among 320,000. Serine/threonine-protein phosphatase 5 (Homo sapiens), P53041. purified PP5c, OMFP substrate fluorescence. inhibition, % at 6.7 µM;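 active = inhibition above the campaign's mean inhibition across all tested compounds plus 3 SD, cut at about 9.5% in these data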;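 also: 0% = DMSO only and 100% = 100 µM cantharidin control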
Target sequence (P53041 whole entry, looked up): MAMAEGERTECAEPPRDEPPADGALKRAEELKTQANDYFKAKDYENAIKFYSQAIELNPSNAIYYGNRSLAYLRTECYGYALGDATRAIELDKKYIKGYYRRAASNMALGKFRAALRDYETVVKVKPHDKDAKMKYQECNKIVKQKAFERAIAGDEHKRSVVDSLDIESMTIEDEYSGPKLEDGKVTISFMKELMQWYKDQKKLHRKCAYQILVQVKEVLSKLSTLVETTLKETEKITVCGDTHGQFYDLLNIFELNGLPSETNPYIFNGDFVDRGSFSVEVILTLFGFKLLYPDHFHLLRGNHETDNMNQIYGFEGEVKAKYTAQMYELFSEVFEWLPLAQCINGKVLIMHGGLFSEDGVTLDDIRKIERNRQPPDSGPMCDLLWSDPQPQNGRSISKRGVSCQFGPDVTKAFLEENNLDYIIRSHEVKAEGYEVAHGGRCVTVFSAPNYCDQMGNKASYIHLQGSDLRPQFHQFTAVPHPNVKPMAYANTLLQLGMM
Numbers without * were called inactive; i = inactive; . = no result given. Hits appear at their usual frequency; overall some 2.9% were active at least once.

SMILES	PP1 inh	GASC-1 inh	CTSL1 counter	procasp7 counter	core dimer inh	TPT1 inh	procasp3 activ	Efflux pump inh	PP5 primary
Cc1ccc(F)cc1NC(=O)N1c2ccccc2NC(=O)CC1C (configuration not stated)	3	8	-2	13	-11	-6	1	-0.1	2.9
CN(C)c1nc(Nc2ccc(F)cc2)nc(Oc2ccc(F)cc2)n1	4	4	1	1	-1	-4	5	-0.1	1.6
COc1cccc(C(=O)OCC(=O)Nc2nnc(-c3ccccc3)o2)c1	8	5	5	8	1	-1	-4	0.0	0.7
O=S(=O)(c1ccc(Cl)c(NC(=S)Nc2ccccc2N2CCOCC2)c1)N1CCOCC1	0	8	1	-4	-11	-1	9	0.0	4.2
O=C(Nc1nc2ccccc2[nH]1)C1CC(=O)N(c2ccc3c(c2)OCCO3)C1 (configuration not stated)	2	0	-5	2	40	3	1	-0.2	-1.0
COc1ccccc1C(=O)N(Cc1cccs1)C1CCS(=O)(=O)C1 (configuration not stated)	0	1	-2	-6	1	-4	-2	0.1	0.2
COc1ccc(Cl)cc1NC(=O)C(C)Sc1nnc(C2CC2)n1C1CC1 (configuration not stated)	-2	1	.	-6	.	.	2	0.2	2.2
Cc1c(C(=O)N(C)CCn2ccnc2C)oc2c(F)cccc12	-4	19	0	18	-3	-2	2	0.0	-0.5
CC(C)N1CCN(Cc2cc3ccccc3[nH]2)CC1CCO (configuration not stated)	-5	-20	0	6	0	3	6	0.0	-0.2
CCc1ccc(OCC(=O)NNC(=O)CSc2nnc(-c3ccc(C)cc3)n2C)cc1	0	-4	-11	6	7	-4	4	-0.1	0.0
COc1ccc(C(=O)NCc2csc(C(C)C)n2)cc1OC1CCN(C(C)=O)CC1	5	-19	1	8	-1	2	3	0.0	4.6
Cn1c(NC(=O)c2ccc(Cl)cc2Cl)cc(=O)n(C)c1=O	-2	-9	0	3	5	0	-1	-0.1	-0.5
COc1cc(Cl)c(C)cc1Nc1ncccn1	0	-4	-2	-6	1	1	7	-0.1	2.2
C=CCOc1c(OC)cc(Cl)cc1C1NC(=O)NC(C)=C1C(C)=O (configuration not stated)	-5	2	-1	-5	0	-5	3	-0.1	-0.1
COc1cc(-n2c(C)nc3cc(C(=O)NCc4ccco4)ccc32)cc(OC)c1OC	-2	-11	3	-15	3	1	-7	0.0	0.4
CCc1ccccc1Nc1nc2ccccc2n1CC	2	14	2	2	-1	2	1	0.6	0.1
N#Cc1nc(-c2ccc(OCc3ccc(Cl)cc3)cc2)oc1N1CCOCC1	1	-5	1	13	-1	-1	0	0.0	-0.8
Cc1ccc(N2CCN(c3ccc(NCc4nc5ccccc5n4C)cc3)CC2)cc1	5	-10	-6	-8	0	-14	1	0.3	1.0
O=C(NCCOc1ccccc1)C1CCC(=O)N(CCCN2CCOCC2)C1 (configuration not stated)	-3	1	-2	-3	-2	-2	5	-0.1	2.0
CCc1cccc(NC(=O)Cn2c(=O)n(CCC(=O)NCC3CCCO3)c(=O)c3cc(OC)c(OC)cc32)c1 (configuration not stated)	-1	0	6	1	3	-1	1	-0.6	-1.3
COc1ccc(-n2ncc3c(NCCCn4ccnc4)ncnc32)cc1	5	16	-1	13	0	2	1	-0.3	0.5
Cc1c(NC(=O)C(C)NCC2CCCO2)c(=O)n(-c2ccccc2)n1C (configuration not stated)	-3	3	-4	0	-3	-2	5	0.4	1.3
CC(C)[C@H](NC(=O)c1ccco1)C(=O)NC12CC3CC(CC(C3)C1)C2	5	13	-3	-8	6	-4	1	0.5	-5.1
CCOC(=O)c1sc(-c2ccccc2)cc1NC(=O)c1ccc(S(=O)(=O)N(CCOC)CCOC)cc1	3	10	6	-5	3	-3	-1	0.2	1.9
Cc1nn(C)c(C)c1CNC(=O)Nc1cccc(Cl)c1	0	5	1	2	0	-3	-2	-0.1	1.8
SMILES	PP1 inh	GASC-1 inh	CTSL1 counter	procasp7 counter	core dimer inh	TPT1 inh	procasp3 activ	Efflux pump inh	PP5 primary
CCN(CC)c1ccc(/C=C/c2ccc3ccc(OC)cc3[n+]2CC)cc1	-1	0	0	-16	-29	4	-23	16*	2.1
CCOC(=O)c1oc2nc(CC(C)C)c3c(c2c1N)CCCC3	0	0	2	1	2	6	0	0.2	4.9
C=CCN1C(=O)/C(=N/n2cnnc2)c2ccccc21	1	-4	-1	-9	-3	6	-5	0.1	-4.5
CCS(=O)c1ccccc1C(=O)OC(C)C(=O)Nc1ccc(S(=O)(=O)N2CCCC2)cc1 (configuration not stated)	-2	0	-4	4	-4	-1	10	-0.2	-0.9
O=C(CN1C(=O)CC(c2ccco2)Sc2ccccc21)Nc1ccc2c(c1)OCCO2 (configuration not stated)	0	-4	2	-6	4	3	-11	0.7*	1.5
Cc1ccccc1Cn1cc(NC(=O)c2cc(C3CC3)on2)cn1	-4	-10	6	1	1	-1	-10	-0.1	0.4
CC1CSc2n(-c3cccc(C(F)(F)F)c3)cc(-c3ccccc3)[n+]21 (configuration not stated)	-1	6	1	0	0	1	-4	0.1	1.7
CCCSc1nnc2n(-c3ccccc3OC)c(=O)c3c4c(sc3n12)CCC4	0	8	9	7	5	-5	1	-0.1	0.4
COc1ccc([C@H]2CC(=O)C=C(c3cc4ccccc4s3)C2)cc1	-1	3	.	7	.	.	-2	0.0	0.6
Cc1cccc(NC(=O)NCCc2ccc(Cl)cc2)c1	5	i	0	2	5	-3	6	0.1	4.8
O=C(CCN1C(=O)/C(=C/c2cccs2)SC1=S)NNC(=O)c1cccc(O)c1	-1	3	2	-12	-2	16	-10	-0.2	0.3
COc1ccc(C)cc1NC(=O)NNS(=O)(=O)c1ccc(NC(C)=O)cc1	3	1	-1	3	-1	2	-6	0.0	-1.6
O=C(c1ccccc1)N1CCN(c2ccc(Cl)cc2)CC1	-3	4	1	9	2	-2	-6	0.1	2.9
COc1cccc(NC(=O)CSc2nnc(-c3cccs3)n2C)c1	0	-1	-3	3	-8	-3	2	0.1	4.2
COc1cc(C)c(Cl)c(C)c1S(=O)(=O)NC1CC(C)(C)NC(C)(C)C1	-8	-6	-3	13	-3	-1	-11	-0.1	1.3
O=C(CN1CCOCC1)Nc1cccc(C(F)(F)F)c1	-5	-4	-2	7	5	-4	-1	0.1	-0.2
Clc1ccc(Cn2ncc3c(N4CCCCC4)ncnc32)c(Cl)c1	-2	3	-2	2	3	1	2	0.1	0.9
O=C(CSc1ncnc2ccccc12)Nc1cccc(S(=O)(=O)N2CCOCC2)c1	-1	25	1	1	3	-1	3	0.0	0.5
Cc1nc(SCC(=O)c2ccccc2)c(C#N)c(-c2ccco2)c1C(=O)NCc1ccco1	-2	3	6	-20	11	12	-12	0.0	3.8
C#CC[N+](C)(C)CCCCCCCCCC	-2	-3	4	2	-2	1	6	0.5	1.1
CC(=O)NC1CC2CCCC(C1)N2CC(=O)NCc1ccc(F)cc1 (configuration not stated)	-10	1	-5	0	-3	-5	8	0.0	0.1
Cc1sc(NC(=O)c2ccco2)c(C(c2cccnc2)N2CCCC2)c1C (configuration not stated)	4	5	0	-3	5	1	6	0.0	3.9
O=c1[nH]ncn1-c1cccc(C(F)(F)F)c1	0	5	0	-7	0	2	-1	-0.1	0.1
Cn1cccc1C(=O)NC(=O)COC(=O)Cc1coc2ccc3ccccc3c12	4	-8	-2	-2	60*	5	-6	0.1	1.2
CCC(=O)c1ccc(OCC(=O)N2CCN(S(=O)(=O)c3ccc(Cl)s3)CC2)cc1	3	0	.	-1	.	.	-5	0.2	-0.7
FC(F)(F)c1ccccc1NC(=S)Nc1cccc(Cl)c1	-4	-8	-1	1	-2	1	-6	0.1	-1.7
O=C(Cn1cc(C(F)(F)F)cc(Cl)c1=O)Nc1ccc(N2CCOCC2)cc1	1	1	-3	9	-1	2	11	-0.1	-0.3
CC1(C)CC(=O)C(N=Nc2c(Cl)cc(Cl)cc2Cl)=C(O)C1	0	-4	3	-4	-12	-2	5	0.2	2.3
CCOc1ccc(NS(=O)(=O)c2coc(C(N)=O)c2)cc1	-6	6	1	5	1	4	0	0.0	-3.8

A section taken from the entries so far, for reference:
SMILES	PP1 inh	GASC-1 inh	CTSL1 counter	procasp7 counter	core dimer inh	TPT1 inh	procasp3 activ	Efflux pump inh	PP5 primary
CCN(CC)c1ccc(/C=C/c2ccc3ccc(OC)cc3[n+]2CC)cc1	-1	0	0	-16	-29	4	-23	16*	2.1
CCOC(=O)c1oc2nc(CC(C)C)c3c(c2c1N)CCCC3	0	0	2	1	2	6	0	0.2	4.9
C=CCN1C(=O)/C(=N/n2cnnc2)c2ccccc21	1	-4	-1	-9	-3	6	-5	0.1	-4.5
CCS(=O)c1ccccc1C(=O)OC(C)C(=O)Nc1ccc(S(=O)(=O)N2CCCC2)cc1 (configuration not stated)	-2	0	-4	4	-4	-1	10	-0.2	-0.9
O=C(CN1C(=O)CC(c2ccco2)Sc2ccccc21)Nc1ccc2c(c1)OCCO2 (configuration not stated)	0	-4	2	-6	4	3	-11	0.7*	1.5

Reprinted at random: six records from the list.
SMILES	PP1 inh	GASC-1 inh	CTSL1 counter	procasp7 counter	core dimer inh	TPT1 inh	procasp3 activ	Efflux pump inh	PP5 primary
O=c1[nH]ncn1-c1cccc(C(F)(F)F)c1	0	5	0	-7	0	2	-1	-0.1	0.1
C#CC[N+](C)(C)CCCCCCCCCC	-2	-3	4	2	-2	1	6	0.5	1.1
COc1cc(C)c(Cl)c(C)c1S(=O)(=O)NC1CC(C)(C)NC(C)(C)C1	-8	-6	-3	13	-3	-1	-11	-0.1	1.3
Cc1cccc(NC(=O)NCCc2ccc(Cl)cc2)c1	5	i	0	2	5	-3	6	0.1	4.8
O=C(Cn1cc(C(F)(F)F)cc(Cl)c1=O)Nc1ccc(N2CCOCC2)cc1	1	1	-3	9	-1	2	11	-0.1	-0.3
O=C(CSc1ncnc2ccccc12)Nc1cccc(S(=O)(=O)N2CCOCC2)c1	-1	25	1	1	3	-1	3	0.0	0.5
